# Source: PubChem
# ERK EGF inh = inhibitors of EGF-stimulated ERK signaling pathway | HEK293-V1b, EGF-stimulated phospho-ERK AlphaScreen | Potency, µM (titrated, usually from 11.5 µM), for the others: at the top dose activity change, negative = inhibition, usual class: inhibitors | 0.41% of 130,000 active | AID 1454; active means well fitted inhibition curve with a large enough effect; inconclusive means small, poorly fitted or top-dose-only effect, or effect the other way;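 further: plate controls were stimulated vehicle wells for no effect and unstimulated vehicle basal for full effect; nearly all actives have a fitted effect of over 55% in size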
#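 Cell line HEK293 (stable V1b), low serum overnight. Pretreatment: compound 30 min, 37C. EGF 25 nM, 5 min. Detection: SureFire AlphaScreen, 5 h RT. AC50 via standard Hill equation.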
# Starred values were filed as active, the others as inactive; ? = inconclusive; [ ] = remark or other dose. Potency means the concentration at half of the fitted maximal effect. A portion of the library, so the mix of outcomes need not match the whole.
SMILES,ERK EGF inh
O=C(CSc1ncn[nH]1)N1CCCCC1,-2.9%[57.5 µM]
Cc1nn(-c2ccccc2)c(C)c1/C=N/NC(=O)c1cc(-c2cccc3ccccc23)n[nH]1,2.1%
CC(C)c1ccc(/C=C/C(=O)N2CCc3ccccc3C2)cc1,-4.0%
COCCOC(=O)C1=C(C)NC(=O)NC1c1c(Cl)nc2ccccn2c1=O (stereo unspecified),2.9%
COC(=O)C1=C(C)NC(C)=C(C(=O)OCCSc2ccccc2)[C@@H]1C,-14.5%
O=C(N/N=C/c1ccccn1)c1cccc(S(=O)(=O)Nc2ccccc2Cl)c1,1.6%
CCCc1c(O)nc(SCC(=O)NCc2ccco2)[nH]c1=O,-9.0%
CC(C)CNC(=O)/C=C/c1cccs1,14.1%
CCC(=O)Nc1cc2nn(-c3ccc(C)cc3)nc2cc1C,3.2%
COc1ccc(F)cc1CN1CCN(c2ncnc3scc(-c4ccccc4)c23)CC1,3.9%[57.5 µM]
Cc1ccc(Nc2nc(-c3ccc(O)cc3O)cs2)nc1,0.7%
Cc1c(C(=O)c2ccc(Cl)cc2[N+](=O)[O-])c2ccccn2c1CCC#N,23.8%
Cc1[nH]c2ccccc2c1C(=O)COC(=O)c1c(-c2ccccc2)noc1C,-1.3%
CN1CCN(C(c2cccs2)c2nnnn2Cc2ccc(F)cc2)CC1 (stereo unspecified),3.0%
COCCCn1c(=S)[nH]c2c(sc3ccccc32)c1=O,11.1%
COc1ccccc1OCCNC(=O)c1cc(SC)ccc1Cl,-3.1%
N#C/C(=C/c1cn(CC(=O)O)c2ccccc12)C(=O)NCc1ccccc1,2.8%
CC(=O)Nc1ccc(NC(=O)C/C(C)=N/NC(N)=S)cc1,3.5%
O=C1C2CC=CCC2C(=O)N1Cc1ccccc1Cl (stereo unspecified),-2.3%
Cc1ccc(CCNC(=O)c2cc(C)nn2-c2ccccc2)cc1,-7.2%[57.5 µM]
CC(=O)Nc1c(C)cc(S(C)(=O)=O)cc1C,3.1%
O=C(NN1CCOCC1)c1cc(-c2cccs2)nc2ccccc12,1.5%
Cc1ccc(CNC(=O)c2cccnc2Sc2cccc(Cl)c2)cc1,9.3%[57.5 µM]
Cc1ccc2c(c1)Oc1ccc([N+](=O)[O-])cc1C(=O)N2,-0.2%
COC(=O)Cn1c(=NC(=O)c2cc(-c3cccs3)nc3ccccc23)sc2cc(S(N)(=O)=O)ccc21,-4.5%

# Exported with tabs: 4 of the compounds above.
SMILES	ERK EGF inh
COCCOC(=O)C1=C(C)NC(=O)NC1c1c(Cl)nc2ccccn2c1=O (stereo unspecified)	2.9%
CCC(=O)Nc1cc2nn(-c3ccc(C)cc3)nc2cc1C	3.2%
Cc1ccc(CNC(=O)c2cccnc2Sc2cccc(Cl)c2)cc1	9.3%[57.5 µM]
Cc1c(C(=O)c2ccc(Cl)cc2[N+](=O)[O-])c2ccccn2c1CCC#N	23.8%

# Additional structures
SMILES,ERK EGF inh
CN(C)CCOc1ccc2ccccc2c1,-5.5%
COc1nc2c(c(-c3cc(Br)cs3)c1C#N)Cc1ccccc1-2,?
CCOC(=O)C1=C(C)NC2=C(C(=O)CC(C)(C)C2)C1c1ccc(O)c(OCC)c1 (stereo unspecified),-7.6%[57.5 µM]
O=C(Cn1nc(C(=O)O)c2ccccc2c1=O)NC12CC3CC(CC(C3)C1)C2,7.1%
O=C(Nc1ccccc1Cl)N1C2CCC1CC(O)(c1cccnc1)C2 (stereo unspecified),5.3%
COc1ccc(C(=O)N(c2ccc(OC)cc2)S(=O)(=O)c2cccs2)cc1,3.3%
COc1cccc(CNn2cnnc2)c1O,2.6%
NNC(=O)c1nc(Cl)c(Cl)c(N)c1Cl,-12.6%[57.5 µM]
CCOC(=O)c1sc(NC(=O)CSc2nc3c(c(=O)n2-c2ccc(C)cc2)SCC3)c(C(=O)OCC)c1C,?
COC(=O)c1ccc(NC(=O)CCN2CCN(Cc3ccccc3)CC2)cc1,-4.7%
O=c1cc(CN2CCN(S(=O)(=O)/C=C/c3ccccc3)CC2)c2ccc(O)cc2o1,-1.6%
N#Cc1ccc(/C=C/C(=O)c2ccccc2)cc1,2.0%[57.5 µM]
CCO[C@@H]1OC(C(=O)N2CCOCC2)=C[C@H](c2ccc(Br)cc2)[C@H]1CCCO,0.4%[57.5 µM]
CCCNc1c(NC(C)=O)c(=O)oc2ccccc12,6.0%
NS(=O)(=O)c1ccc(CCNCC(=O)NC2CC2)cc1,13.9%[57.5 µM]
COc1ccc(C)cc1C(=O)CCC(=O)NC1CCCCC1,0.0%
CN(C)c1ccc(/C=C/C(=O)c2ccc3c(c2)OCCO3)cc1[N+](=O)[O-],?
CCOC(=O)c1c(C)c(C(=O)N2CCN(c3ccc(F)cc3)CC2)c(C)n1C,-43.4%
O=C(O)CC1(CC(=O)N2CCN(CCO)CC2)CCCC1,41.5%
CC(C)C(=O)Nc1ccc(C(=O)NNC(=O)c2cccs2)cc1,11.0%
CCOc1cc(/C=N/NC(=O)CSc2nncn2C)ccc1OCc1ccccc1,1.1%
Cc1nn(C)cc1-c1cc(C(=O)O)c2ccccc2n1,-3.0%
O=C(OCc1ccccc1)c1cccnc1Cl,6.5%
OC(CN1CCN(Cc2ccccc2)CC1)c1ccccc1 (stereo unspecified),-12.6%
COc1cccc(CN2CCN(C(=S)NCc3ccc(Cl)cc3)CC2)c1,1.2%
# More results:
SMILES,ERK EGF inh
CCOC(=O)C(=CNc1ccc2c(c1)c1ccccc1n2CC)C(=O)OCC,?
O=C1NC(=O)C(=C2CCCCCC2)S1,-7.9%
O=C(CSc1ncccc1C(=O)O)NC1CCCCCCC1,-1.6%[57.5 µM]
Cc1cc(C(=O)COC(=O)c2ccc(CO)cc2)c(C)n1CC1COc2ccccc2O1 (stereo unspecified),?
CCc1cc(CNC(=O)CC2C(=O)NCCN2CC2CCCCC2)on1 (stereo unspecified),8.7%
Oc1c(Br)cc(Br)cc1C=NCc1ccc(F)cc1,10.1%
O=C(OCc1ccc([N+](=O)[O-])cc1)C1CCN(S(=O)(=O)c2ccccc2)CC1,3.4%
CCOC(=O)c1c(N2C(=O)CC(Sc3ccccc3C(=O)O)C2=O)sc(C)c1C (stereo unspecified),5.5%[57.5 µM]
CCN(CC(=O)Nc1cc(Cl)ccc1C)C(=O)COc1ccccc1F,8.0%
O=C(NCc1ccc2c(c1)OCO2)Nc1ccc2ccccc2c1,-4.1%[57.5 µM]
CC(C)Cc1nc2sc3c(=O)[nH]cnc3c2c2c1CCC2,-0.7%
CSc1nc(N2CCOCC2)cc(N2CCOCC2)n1,-2.9%
COc1ccc(/C=C/C(=O)Nc2cc(C(F)(F)F)ccc2Cl)cc1OC,-3.2%
CC(=O)Nc1cccc(-c2nnc3c4ccccc4c(C)nn23)c1,-0.6%
Cc1ccc2nc(C(=O)N3CCc4c([nH]c5ccccc45)C3c3ccccn3)cn2c1 (stereo unspecified),-7.1%
CCNC(=O)NC(=O)C(C)OC(=O)CCS(=O)(=O)c1ccc(C)cc1 (stereo unspecified),?
O=c1c2ccccc2cnn1Cc1n[nH]c(=S)n1-c1ccccc1F,-6.1%[57.5 µM]
Cc1ccc(NC(=O)CSc2nnc(N)s2)c([N+](=O)[O-])c1,-1.5%
N#CCCn1cc(C(=O)Nc2ccc([N+](=O)[O-])cc2)c(-c2cccs2)n1,6.5%
CCn1c(/C=N/NC(=O)c2ccc(OC)cc2)nc2ccccc21,-3.1%
O=C(COC(=O)c1ccc(O)cc1)NCC1CCCO1 (stereo unspecified),6.6%
CC(=O)Oc1ccc2c(c1)CCC1C2CC[C@]2(C)C(OC(C)=O)CCC12 (stereo partly specified),21.2%
COc1ccc(-c2nc3cnc(Oc4ccccc4)nc3n(Cc3cccs3)c2=O)cc1,1.3%
Cn1c(=O)c2[nH]c(-c3ccccc3)c(O)c2n(C)c1=O,-0.4%
CCN(CC)CCNC(=S)Nc1ccc2nc(N3CCCC3)cc(C)c2c1,7.9%

# The last 6 entries of the section before open the next one:
SMILES,ERK EGF inh
CCn1c(/C=N/NC(=O)c2ccc(OC)cc2)nc2ccccc21,-3.1%
O=C(COC(=O)c1ccc(O)cc1)NCC1CCCO1 (stereo unspecified),6.6%
CC(=O)Oc1ccc2c(c1)CCC1C2CC[C@]2(C)C(OC(C)=O)CCC12 (stereo partly specified),21.2%
COc1ccc(-c2nc3cnc(Oc4ccccc4)nc3n(Cc3cccs3)c2=O)cc1,1.3%
Cn1c(=O)c2[nH]c(-c3ccccc3)c(O)c2n(C)c1=O,-0.4%
CCN(CC)CCNC(=S)Nc1ccc2nc(N3CCCC3)cc(C)c2c1,7.9%
Cc1ccc(-c2cc(C(=O)NCc3cn(C)nc3C)c3cc(Br)ccc3n2)cc1,1.0%
Fc1cnc(N2CCN(c3ccccc3)CC2)nc1N1CCN(c2ccccc2)CC1,17.2%
CCNc1nc(OC)nc(SCC(=O)Nc2ccccc2)n1,-5.0%
CC(=O)Nc1ccc(NC(=O)Cc2sc(-c3cccnc3)nc2-c2ccc(C)cc2)cc1,-4.1%
O=C1CSC(c2cccnc2)N1Cc1cccnc1 (stereo unspecified),-2.0%[57.5 µM]
O=c1[nH]c(Cc2ccccn2)nc2scc(-c3ccc(Cl)cc3)c12,-1.5%
N#CC(c1ccc(Cl)nn1)c1c(F)cccc1Cl (stereo unspecified),-8.3%
CCCOc1ccc(C(=O)NCC(c2ccco2)N(C)C)cc1OC (stereo unspecified),-6.9%
N=C1S/C(=C\c2ccc(O)cc2)C(=O)N1c1ccc(F)cc1,-2.0%
O=Cc1c(SCCO)nc2ccccn2c1=O,-7.2%[57.5 µM]
CC(=O)Nc1ccc(CN2CCCC(CO)(Cc3cccc(Cl)c3)C2)cc1 (stereo unspecified),-7.7%[57.5 µM]
CCCOc1ccc(N2C(=O)CC(NCc3cccs3)C2=O)cc1 (stereo unspecified),-0.8%
O=C(CC1SCCNC1=O)Nc1ccccc1Cl (stereo unspecified),-5.1%
Cc1ccc(CNC(=O)C(=O)Nc2nccs2)cc1,-1.3%
COc1cc(N2CCCC2)c(OC)cc1/C=C(/C#N)c1ccc(F)cc1,-4.1%
COc1cc(C2NC(=O)NC(c3ccccc3)=C2C(C)=O)cc(Cl)c1OCC(=O)O (stereo unspecified),0.5%
N/C(=N\OC(=O)CCCc1ccccc1)c1cccc([N+](=O)[O-])c1,2.5%
CCOC(=O)N1CCN(Cc2c(O)ccc3ccccc23)CC1,-1.6%[57.5 µM]
CCOC(=O)N1CCN(C(=O)COc2cc(C)c(Cl)c(C)c2)CC1,-6.7%
Cc1nc(N2CCCCC2C)c2c(C)c(C(=O)Nc3ccccc3C(F)(F)F)sc2n1 (stereo unspecified),-1.6%
FC(F)(F)c1ccc(CN2C[C@@H]3C(c4ccc(Cl)nc4)C4(c5cccnc5)CC3(C4)[C@H]2c2ccccc2)cc1 (stereo partly specified),1.0%
CCC(C)[C@H]1CNC(=S)N1CCC12CC3CC(CC(C3)C1)C2 (stereo partly specified),-6.0%[57.5 µM]
Cc1cc(NC(=O)CSCc2ccc([N+](=O)[O-])cc2)no1,-1.9%
CN(C)c1ccc(C(CC(=O)O)C(=O)O)cc1 (stereo unspecified),18.0%
Cc1ccc(C)c(S(=O)(=O)N2CC(=O)N(CCc3ccccc3)C(=O)C2)c1,9.3%
# (continued)
SMILES,ERK EGF inh
CC(C)COc1ccc(C(=O)Nc2ccccc2[N+](=O)[O-])cc1,-4.5%
CN(C)CCN(Cc1ccco1)C(=O)c1cc2c(Cl)nc3ccccc3c2s1,-4.4%
CC1=C(C(=O)OCc2ccccc2)C(c2cccs2)NC(=O)N1CCCC(=O)O (stereo unspecified),-7.3%
C=C(C)CC(c1ccccc1)N(C(C)=O)c1ccco1 (stereo unspecified),-0.3%
CCOc1ccc(CC(=O)NNC(=O)/C=C/C(=O)O)cc1,-2.7%[57.5 µM]
COc1cc(/C=C/C(=O)OCC(=O)NC2CCS(=O)(=O)C2)ccc1O (stereo unspecified),0.4%
O=C(CCN1C(=O)c2ccccc2C1=O)Nc1cccc(S(=O)(=O)NC2=NCCC2)c1,4.6%
Cn1cc(Cl)c(C(=O)OCC(=O)Nc2nc(-c3ccc(Br)cc3)cs2)n1,?
CC(C)(C)C(=O)N1CCn2c1nc1ccccc12,-4.4%
CCOC(=O)CN1CCC(c2ccccc2)CC1,-1.8%
COc1cccc(CN2CCC(N(CCc3ccccc3)Cc3ccccc3)CC2)c1OC,?
O=c1[nH]c(=O)n(C2CCCO2)cc1F (stereo unspecified),-9.9%[57.5 µM]
Cc1cc(NC(=O)Nc2cccc(C(F)(F)F)c2)n(C)n1,0.7%
CCCC[C@@H]1C[C@H]1[C@@H](NP(=O)(c1ccccc1)c1ccccc1)c1ccccc1OC,7.8%
c1ccc(CSc2ccc(-c3ccccn3)nn2)cc1,7.3%
Cc1cc(C)c2c(c1)/C(=N/NC(=O)c1ccc(O)cc1)CCC2,16.2%
O=C(NCc1ccco1)c1ccc(-c2csnn2)cc1,-13.6%[57.5 µM]
CCOC(=O)C1CCCN(/C=C2\SC(=S)N(CC)C2=O)C1 (stereo unspecified),-4.5%[57.5 µM]
C#Cc1ccc([C@H]2C=C(C(=O)O)O[C@@H](OCc3ccc(CO)cc3)C2)cc1,-6.3%[57.5 µM]
CC(C)CCc1noc(CN(C)CC2CCN(Cc3ccccc3)CC2)n1,-4.6%
CCn1c(SCC(=O)Nc2c(C)n(C)n(-c3ccccc3)c2=O)nc2c1c(=O)n(C)c(=O)n2C,-0.8%
CC(C)Cc1cc(C(=O)N2CCCC(CCC(=O)N(C)CCc3ccccn3)C2)no1 (stereo unspecified),1.5%
COc1ccc(C(=O)Cc2nnc(C)s2)cc1,-8.0%
O=C(Nc1ccccc1)NC1CCN(Cc2c(F)cccc2Cl)CC1,-1.9%[57.5 µM]
